Screening results as filed in PubChem.
ELG1 genotox – inducers of genotoxicity in HEK293T ELG1-luciferase cells; HEK293T ELG1-luciferase reporter, luminescence, 16 h; Potency, µM (top dose mostly 46 µM), inactives show at the highest dose activity change, positive = activation, hits mostly activators; hit rate 1.3% among 330,000; also: potency is read from the fitted curve at half-maximal effect; % of control where 0% means no effect; nearly all actives have a fitted effect of over 60% in size
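16 hr compound incubation (37 °C, 5% CO2) of HEK293T cells carrying luciferase-tagged ELG1; luciferase then measured by ONE-Glo luminescence after 30 min at RT.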
Menin-MLL TR inh – displaces Texas Red mutant MLL peptide from human menin; O00255; Menin + Texas Red MLL mutant peptide, fluorescence polarization; Potency, µM (titrated, usually from 61.6 µM), for the others: top-dose FP activity change, negative = inhibition, hits mostly inhibitors; hit rate 0.23% among 270,000; AID 1768; active = well fitted inhibition curve with a large enough effect in the polarisation, with a control signal flat, not every such curve was filed as active; inconclusive = small, poorly fitted or top-dose-only effect, or effect the other way, or a change in a side signal; inactive = no such curve, though single readings can be large or run the other way; the % refers to the polarisation; also: potency is read from the fitted curve at half-maximal effect; % of control where 0% means no effect; many of its hits are not listed in these tables
Target sequence (O00255 whole entry, looked up): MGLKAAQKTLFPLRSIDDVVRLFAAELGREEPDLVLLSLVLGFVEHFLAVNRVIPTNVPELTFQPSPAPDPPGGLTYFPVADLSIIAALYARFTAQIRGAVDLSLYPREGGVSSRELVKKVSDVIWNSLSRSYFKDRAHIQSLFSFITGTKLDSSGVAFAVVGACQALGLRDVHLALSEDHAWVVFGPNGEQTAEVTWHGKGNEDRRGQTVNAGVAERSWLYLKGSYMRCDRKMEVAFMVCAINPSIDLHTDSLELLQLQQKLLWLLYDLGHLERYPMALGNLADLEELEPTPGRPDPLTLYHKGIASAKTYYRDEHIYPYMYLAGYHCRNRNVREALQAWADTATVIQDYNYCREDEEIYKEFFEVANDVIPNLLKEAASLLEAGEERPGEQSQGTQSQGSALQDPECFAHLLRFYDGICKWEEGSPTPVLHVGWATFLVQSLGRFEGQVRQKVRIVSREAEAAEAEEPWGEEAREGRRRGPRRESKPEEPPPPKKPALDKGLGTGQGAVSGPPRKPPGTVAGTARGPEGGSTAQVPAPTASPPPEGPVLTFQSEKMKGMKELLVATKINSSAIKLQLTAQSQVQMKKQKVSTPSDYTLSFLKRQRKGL
VP16 counter – Gal4-VP16 reporter inhibition counter-screen; Drosophila S2 Gal4-VP16 UAS-luciferase, luminescence, 20 h; Potency, µM (doses to about 53.6 µM), for the others: top-dose activity, negative = inhibition, usual class: inhibitors; hit rate 3.5% among 310,000;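 also: Gal4-VP16 expression switched on by copper sulfate through the metallothionein promoter; potency is read from the fitted curve at half-maximal effect; % is scaled to controls: 0 for no effect and ±100 for the full control effect; nearly all actives have a fitted effect of over 50% in size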
RORgamma inh – ROR gamma (mouse) transcription inhibition; hit rate 5.4% among 310,000; Drosophila S2 Gal4-RORgamma UAS-luciferase reporter, 20 h; Potency, µM (titrated, usually from 53.6 µM), without a hit: at the top dose activity change, negative = inhibition, hits mostly inhibitors; also: potency is read from the fitted curve at half-maximal effect; % is scaled to controls: 0 for no effect and ±100 for the full control effect; nearly all actives have a fitted effect of over 60% in size
Target sequence (P51450 whole entry, looked up, the tested form may be a part): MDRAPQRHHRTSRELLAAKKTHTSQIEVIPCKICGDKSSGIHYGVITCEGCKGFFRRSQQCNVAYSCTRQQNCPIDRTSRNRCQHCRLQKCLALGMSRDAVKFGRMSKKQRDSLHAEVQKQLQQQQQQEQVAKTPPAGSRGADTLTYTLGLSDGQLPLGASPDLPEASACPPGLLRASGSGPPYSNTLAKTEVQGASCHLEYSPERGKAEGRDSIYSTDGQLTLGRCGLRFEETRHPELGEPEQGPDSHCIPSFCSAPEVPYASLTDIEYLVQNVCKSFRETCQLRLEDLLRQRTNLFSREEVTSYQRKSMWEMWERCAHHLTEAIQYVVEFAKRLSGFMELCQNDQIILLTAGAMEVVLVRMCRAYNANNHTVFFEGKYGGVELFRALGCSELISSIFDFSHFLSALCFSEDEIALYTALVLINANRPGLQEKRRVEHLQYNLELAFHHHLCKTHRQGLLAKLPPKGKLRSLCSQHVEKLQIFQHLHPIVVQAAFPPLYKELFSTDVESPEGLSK
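Schneider cells (Drosophila), stable Gal4 DBD–ROR gamma + UAS-luc; 1 hr cmpd preincubation; Cu2+ induction 700 uM final; 20 hr ambient; luminescence.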
p53 reactivator – re-activators of mutant p53 | Potency, µM (series often up to 92.2 µM), inactives show at the highest dose activity change, positive = activation, actives largely listed as activators | hit rate 0.063% among 320,000 | H1299 p53-A138V BP100-luciferase reporter, luminescence, 24 h; also: potency is read from the fitted curve at half-maximal effect; % of control where 0% means no effect; nearly all actives have a fitted effect of over 45% in size
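p53-null H1299 cells stably carrying temperature-sensitive p53-A138V and a BP100-luciferase reporter were pinned with compounds (4-point, 1:5 series) and held 24 hrs at 37 deg C. Luminescence was read 10 min after detection reagent.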
Rab9 promoter act – activators of Rab9 promoter; Huh7 Rab9 promoter-luciferase reporter, luminescence, 24 h; Potency, µM (highest dose often 9.22 µM), for the others: at the highest dose activation, negative = inhibition, hits mostly activators; hit rate 2.8% among 320,000; also: potency is read from the fitted curve at half-maximal effect; % of control where 0% means no effect; nearly all actives have a fitted effect of over 60% in size
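Stable Rab9-luc Huh7, 1500 cells/well, 2 h settle; cmpd in DMSO, 24 h, 37 °C/5% CO2; luciferase reagent 10 min RT; luminescence.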
Giardia killer – kills Giardia lamblia | Giardia lamblia trophozoite viability | activity change, % at 7.66 µM, hits read low | hit rate 0.15% among 340,000; in the data active = activity change below about -80%; inconclusive = between about -30% and that limit;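 also: parasites exposed to compound for two days anaerobically before the ATP read; % is scaled to controls: 0 for no effect and ±100 for the full control effect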
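Compounds were tested on trophozoites seeded at 100 cells/well and held 48 hrs at 37 deg C anaerobically. An ATP-based luminescent kit measured the remaining live cells.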
NPC1 promoter act – activates the NPC1 promoter; Potency, µM (doses to about 9.22 µM), inactives show at the top dose activation, hits mostly activators; hit rate 2.4% among 320,000; Huh7 NPC1 promoter luciferase reporter, 24 h;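 also: potency is read from the fitted curve at half-maximal effect; % of control where 0% means no effect; nearly all actives have a fitted effect of over 60% in size; reporter is driven by a mutant NPC1 promoter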
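Huh7 cells stably carrying NPC1 promoter–luciferase, plated in Opti-MEM with 10% FBS for 2 h, were exposed to compound in DMSO for 24 h at 37 °C; luciferase reagent was added for 10 min and luminescence read.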
BRCA1 expr act – activators of BRCA1 expression; MCF7-BRCA1-FFLuc reporter, luminescence, 48 h; response scale: scaled: vehicle 0%, 10 µM genistein 100%; Potency, µM (top dose mostly 46.1 µM), for inactives: top-dose activation, actives largely listed as activators; hit rate 1.1% among 380,000; AID 624202; also: potency is read from the fitted curve at half-maximal effect; nearly all actives have a fitted effect of over 80% in size; some results filed as inactive show a strong effect at the top dose
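First, MCF7-BRCA1-FFLuc cells (2000/well) attach for 2 h; next, compounds are pin-added and incubated 48 h at 37 °C; finally, luciferase reagent is added and luminescence read after 15 min.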
PKM2 activator – activators of human pyruvate kinase M2; purified PKM2, Kinase-Glo ATP luminescence, activation; response scale: 0% is enzyme alone, no compound; Potency, µM (top dose mostly 57.5 µM), for the others: at the highest dose activation, hits mostly activators; hit rate 0.34% among 260,000; AID 1631; also: potency is read from the fitted curve at half-maximal effect; % is scaled to controls: 0 for no effect and ±100 for the full control effect; nearly all actives have a fitted effect of over 55% in size
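Kinase-Glo luminescence reports ATP generated from ADP (0.1 mM) and PEP (0.5 mM) by purified hPK-M2 after 1 h at room temperature, pH 7.2 imidazole buffer; intermediate enzyme activity allows detecting inhibitors and activators.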
FLuc counter – inhibits or activates purified firefly luciferase, miR-21 counter-screen; P08659; purified FLuc, Km substrates, luminescence inhibition; Potency, µM (titrated, usually from 57.5 µM), for the others: at the top dose activity change, negative = inhibition, hits mostly inhibitors; hit rate 6.9% among 360,000;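 also: potency is read from the fitted curve at half-maximal effect; plate controls were vehicle for no effect and reference inhibitor for full effect; nearly all actives have a fitted effect of over 55% in size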
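Purified P. pyralis luciferase (10nM final) with 10uM D-luciferin and 10uM ATP (Km levels) in 50mM Tris acetate pH 7.5, 10mM Mg acetate, 0.01% Tween-20, 0.05% BSA; qHTS 6-point titration, ~60 µM downward; luminescence read.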
Active calls of the source: *; ? = inconclusive; . = no result given; & = joins results of further samples; [ ] = dose if it differs, or a comment. Unless noted, calls follow the shape of the dose curve; as a rule, active = well fitted curve in the direction sought with a large enough effect; inconclusive = small, poorly fitted or top-dose-only effect, or another doubt; inactive = no such curve, though single readings can be large; an effect the other way counts as inactive or inconclusive. These rows are one share of the data; count on the stated rates, not on these rows.

SMILES	ELG1 genotox	Menin-MLL TR inh	VP16 counter	RORgamma inh	p53 reactivator	Rab9 promoter act	Giardia killer	NPC1 promoter act	BRCA1 expr act	PKM2 activator	FLuc counter
CSCC[C@H](N)C(=O)N1CCC(C(=O)N[C@@H](C)C(=O)NCc2ccc(F)cc2)CC1	-2.6%	-17.2%	2.1%	-10.4%	4.1%	-3.5%	17.3	-2.6%	0.0%	0.8%	0.2%
COc1cc(OC)c2c(-c3ccccc3)cc(=O)oc2c1C(CC(=O)N1CCN(c2ccccc2)CC1)c1ccc(N(C)C)cc1 (configuration not stated)	-5.4%	-16.1%	-4.4%&-10.7%	3.1%&5.6%	-2.6%	-4.7%	-10.0&-6.3	-4.9%	-12.6%	-6.5%	-1.8%
Cc1ccc(NC(=O)CN(C)C(=O)c2cccc(Br)c2)cc1	-0.6%	-11.4%	-2.9%	?	-4.3%	4.4%	3.5	2.1%	-28.9%	.	-1.2%
Cc1ccc(-n2c(SCC(=O)NCCN3C(=O)CSC3=O)nnc2-c2ccccc2F)cc1	2.7%	-10.3%	-4.0%	12.9%	-8.6%	0.6%	22.8	-3.2%	-27.5%	2.2%	7.3%
COC(=O)c1cc2oc3ccccc3c2n1CC(=O)N1CCCc2ccccc21	-1.9%	.	7.7%	-3.5%	-5.8%	-4.1%	8.3	-1.3%	5.6%	1.2%	2.1%
CCc1cc(C(=O)COc2ccc(F)cc2)c(O)cc1O	11.9%	37.4%[activator]	-10.7%	-1.7%	7.6%	27.2%	-16.2	3.3%	85.5%	?	?
O=C(CSc1nnc(C2CC2)n1C1CC1)c1cc(F)ccc1F	-1.4%	.	.	.	3.8%	-1.6%	12.3	-1.4%	-3.1%	.	0.8%
COc1cccc(-c2cccc(NC(=O)C3CCN(Cc4ccc(CO)o4)CC3)c2)c1	5.3%	.	-3.6%	-5.6%	10.9%	2.7%	4.3	4.6%	-4.6%	1.5%	-1.4%
Cc1cc(=O)oc2cc(OC(C)C(=O)NCc3ccccn3)ccc12 (configuration not stated)	2.7%	.	1.3%	-23.0%	-0.1%	-2.6%	-8.0	1.0%	10.1%	.	-0.7%
CCOC(=O)C1CCN(c2ccc(C(=O)O)cc2[N+](=O)[O-])CC1	2.0%	-1.4%	6.2%	-10.5%	5.8%	-4.7%	-4.6	1.4%	15.9%	0.8%	4.3%
O=c1cc(CN2CCN(c3cccc(Cl)c3)CC2)c2cc3c(cc2o1)CCCC3	0.8%	-0.7%	3.9%	43.9%	1.8%	-0.1%	10.5	10.1%	-40.4%	2.6%	-1.0%
O=C(CSc1n[nH]c(=O)[nH]c1=O)Nc1ccc(Br)cc1Br	-0.5%	.	.	.	-1.2%	-6.0%	-0.3	0.5%	10.3%	.	0.7%
O=C(CN1CCN(S(=O)(=O)c2ccc(F)cc2)CC1)Nc1ccc(F)cc1F	5.3%[9.26 µM]	-9.9%	-13.9%	28.7%	12.3%	11.2%	24.7	0.4%	39.3%	.	?
O=C(NCCCO)C(=O)c1c(-c2ccccc2)cc2ccccn12	0.8%	2.1%	-7.6%	-7.8%	5.3%	-2.4%	-0.2	-6.1%	7.9%	4.3%	8.5%
CCC(=O)c1ccc(N2CCC(C)CC2)c(F)c1	13.1%	-18.9%	0.7%	25.6%	6.9%	29.4%	-6.0	7.9%	46.2%	2.9%	21.3µM*
CC(C)c1nc2c([nH]1)c(=O)n(C)c(=O)n2C	3.8%	-27.4%	-4.4%	6.0%	0.9%	-5.1%	-0.6	-4.8%	-3.2%	7.5%	4.3%
C1=CCC(CN2CCNCC2)CC1 (configuration not stated)	2.0%	6.6%	1.7%	-1.6%	-0.4%	-1.6%	4.2	-3.2%	-15.7%	7.0%	4.0%
O=C(Cc1cccs1)N/N=C/c1ccco1	1.1%	-8.5%	-12.4%	-7.7%	18.6%	-2.0%	-8.6	-3.9%	-0.3%	7.0%	1.4%
O=C(Nc1ccc2oc(-c3ccccc3Cl)nc2c1)c1cncc(Br)c1	?	14.9%	?	-32.4%	?	?	0.9	?	?	0.4%	?
Cc1nn(-c2ccccc2)nc1C(=O)NNC(=O)c1ccc(C(F)(F)F)cc1	-1.9%	.	0.2%	13.7%	0.3%	-1.6%	-1.4	-3.4%	-3.3%	-11.9%	?
COc1ccc(/C=N\NC(=O)c2ccccc2)cc1COc1ccc(F)cc1	-5.9%	?	11.2µM*	17.8µM*	-2.4%	9.6%	6.5	-7.7%	-38.9%	3.5%	-2.7%
O=C(COC(=O)C1CCN(c2ccc(C(F)(F)F)cn2)CC1)Nc1cccc(F)c1	2.7%	.	.	.	3.1%	-11.4%	15.2	-3.1%	2.8%	.	2.1%
COc1ccc2cc(C(C)=O)c(=O)oc2c1	0.9%	-8.9%	-0.5%	12.6%	11.7%	-4.5%	19.6	-2.0%	-26.4%	3.8%	-3.3%
CC(NC(=O)c1cc(F)c(F)c(F)c1F)c1ccc(-n2ccnc2)cc1 (configuration not stated)	-3.9%	.	-16.1%	10.4%	-7.4%	1.3%	8.2	0.0%	-15.8%	0.0%	0.2%
O=C(/C=C/c1ccc2c(c1)OCO2)Nc1nc(-c2ccc(F)cc2)cs1	0.0%	-18.2%	-11.6%	22.4%	6.1%	-1.1%	.	-1.1%	.	4.5%	?
Other entries
SMILES	ELG1 genotox	Menin-MLL TR inh	VP16 counter	RORgamma inh	p53 reactivator	Rab9 promoter act	Giardia killer	NPC1 promoter act	BRCA1 expr act	PKM2 activator	FLuc counter
CCOc1ccc(C2C(C(=O)c3cccs3)=C(O)C(=O)N2CCCn2ccnc2)cc1 (configuration not stated)	2.9%	-8.1%	-6.5%	-6.4%	6.3%	7.8%	-12.4	-0.3%	0.0%	-2.5%	?
CCOC(=O)c1c(NC(=O)c2ccccc2Br)sc2c1CCc1ccccc1-2	-1.3%	0.7%	-2.8%	0.0%	3.9%	0.8%	37.7[activator]	-1.5%	-37.6%	-10.5%	?
CCOc1ccc(NC(=O)CN(C)C(=O)c2c(-c3c(F)cccc3Cl)noc2C)cc1OCC	-4.2%	.	.	.	-16.6%	5.0%	10.8	1.7%	21.6%	.	-6.7%
C=CCOC(=O)C1=C(C)N=C2SCCC(=O)N2C1/C=C/c1ccccc1OC (configuration not stated)	2.4%	13.1%	-5.6%	-0.7%	-6.4%	1.5%	-19.3	0.2%	-18.4%	1.4%	-11.3%
CCN1CCN(C(=O)C2=C(C(=O)O)CCCC2)CC1	0.1%	3.1%	-5.1%	3.7%	5.2%	1.7%	36.9[activator]	-0.2%	-10.6%	-3.0%	5.6%
Cc1ccc(-n2c3c(cc(C(=O)NCc4ccco4)c2=O)C(=O)CCC3)cc1	0.2%	-21.3%	7.0%	1.1%	3.2%	-8.6%	-24.4	-4.0%	-55.0%	-4.1%	0.9%
CC1CCN(C(=O)c2[nH]cnc2C(=O)N[C@@H](C)c2ccccc2)CC1	4.9%	.	.	.	10.6%	4.1%	10.4	-5.2%	-1.3%	.	2.2%
COC(=O)c1ccc(NC(=O)CS(=O)(=O)c2ccccc2)cc1	4.5%	21.7%	-8.0%	-5.4%	-9.2%	20.0%	23.3	0.1%	18.0%	-2.3%[11.5 µM]	-11.5%
Cc1ccc(CNC(=O)CCS(=O)(=O)c2ccc(Br)s2)o1	2.4%	3.9%	5.2%	-34.7%	3.7%	-4.5%	-6.9	2.0%	5.2%	25.5%	0.0%
Cc1ccc(Nc2nc(C)cc(C)n2)c(Br)c1	7.6%	-0.2%	3.9%	7.2%	0.1%	18.6%	12.4	22.2%	30.0%	-3.9%	21.3µM*
Cc1ccc(S(=O)(=O)Nc2c(C)nc3nc(C)[nH]n3c2=O)c(C)c1	0.2%	-17.6%	-1.3%	?	18.0%	1.7%	7.1	2.8%	-3.0%	-5.2%	-1.1%&-10.9%
NC(=S)N/N=C\c1c2ccccc2cc2ccccc12	-2.4%	21.7%	?	-145.8%	-0.9%	-17.3%	8.1	-0.2%	-42.5%	15.9%	?
COc1cc(NC(=O)c2cc3c(Cl)nc4ccccc4c3s2)cc(OC)c1OC	1.3%	?	0.8%	15.0%[10 µM]	-4.2%	-8.6%	-12.0	-12.4%	-11.6%	2.2%	-5.8%
O=C(O)c1cc2n(n1)CCN(Cc1ccccc1Cl)C2=O	-1.1%	-10.6%	-10.8%	5.6%	0.4%	2.1%	-14.7	-0.9%	0.0%	5.1%	3.0%
O=C(Cn1nnc(-c2ccc([N+](=O)[O-])cc2)n1)NNC(=O)c1ccccc1	5.4%	?	5.6%	-23.2%	-0.6%	3.7%	-0.9	-3.6%	-8.3%	0.1%	2.4%
CCOc1c(Br)cc(CNC2CCCCCCC2)cc1OC	-6.0%	-26.5%	2.4%	?	1.3%	3.3%	-3.0	-2.5%	-69.0%	-3.2%	-2.1%
